# KDM5B inh: blocks human KDM5B histone demethylase activity; KDM5B demethylase, FDH-coupled NADH fluorescence (FDH is formaldehyde dehydrogenase); 2.6% of 220,000 active; Potency, µM (highest dose often 57.7 µM), inactives show at the top dose activity change, negative = inhibition, usual class: inhibitors; Q9UGL1; active = well fitted inhibition curve with a large enough effect; inconclusive = small, poorly fitted or top-dose-only effect; inactive = no such curve, though single readings can be large or run the other way; note: 0% is about no effect; nearly all actives have a fitted effect of over 70% in size
#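 Compound dilutions met 200 nM (final) KDM5BΔAP for 10 min at room temperature before substrate addition. The substrate mix held 12.5 µM H3K4me3 with cofactors 25 µM α-ketoglutarate and 50 µM Fe²⁺. NADH signal gain over 30 min defined activity.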
# An asterisk follows results filed as active; ? = inconclusive; & = joins results of further samples; [ ] = remark or other dose. Potency is the fitted concentration of half-maximal effect. This is a subset; count on the stated rates, not on these rows.
SMILES,KDM5B inh
O=C(CN1C(=O)C2CCCCN2c2ccc(C(=O)N3CCCC3)cc21)NCc1cccc(Cl)c1 (stereo unspecified),?
N#Cc1cccc(NC(=O)c2n[nH]c(=O)c3ccccc23)c1,-4.3%
CCOCCCNC(=O)c1ccc2c(=O)n(CCc3ccc(OC)c(OC)c3)c(=O)[nH]c2c1,-1.2%
O=C(OCC(=O)N1CCc2ccccc21)c1ccc(Br)o1,30.2%
C=CCNCC(O)COc1ccc(C(C)=O)cc1OC (stereo unspecified),?
COc1ccc(-c2ccnc3nc(C(C)C)nn23)cc1OC,28.2µM*
Cc1c(-c2ccccc2)[n+](=O)c(-c2ccc(Br)cc2)c(C)n1[O-],4.2%
O=C(c1ccc(-n2cccc2)cc1)N1CCN(S(=O)(=O)c2c(Cl)cccc2Cl)CC1,6.1%
C=CCN(CCSc1ccccc1)C(=O)c1cnc(NCC)nc1,?
CC1CCN(c2ccc(-c3ccc(NS(=O)(=O)c4ccc(Cl)s4)cc3)nn2)CC1,-17.5%
CCCCn1nc(C(=O)N2CCCC(c3nc4ccccc4s3)C2)c2ccccc2c1=O (stereo unspecified),8.0%
COCCNC(=O)[C@@H]1CCC[C@@H](NCC2CC2)CN(C)C(=O)C1,29.3%[86.2 µM]
O=C(c1ccc(F)c(F)c1)N1CCC(CN2CCOCC2)CC1,-10.9%
CCOc1cc2nc(-c3ccc(OC)c(OC)c3)nc(N3CCCCC3)c2cc1OC,-1.8%
COc1ccc(C2CCCN2C(=S)Nc2ccc(C)c(C)c2)cc1OC (stereo unspecified),18.4%
Cc1ccccc1C(C)N (stereo unspecified),16.6%
N#Cc1c(NCCCO)nc(-c2ccco2)c2c1CCCC2,?
C/C(=N\NC(=S)NC(C)C)c1ccc(Cl)c([N+](=O)[O-])c1,-7.9%
CCCCN1C(=O)NC(c2ccc(OCC)cc2)C2=C1COC2=O (stereo unspecified),1.9%
Cc1ccc(-c2nc(CCNC(=O)Nc3cccc(F)c3)co2)cc1,-20.3%
CCOC(=O)c1ccc(NC(=O)c2cn(-c3ccccc3)nc2-c2ccc(C)cc2)cc1,-18.1%
Cc1ccc(-c2nc(CS(=O)CC(=O)NCc3ccccc3Cl)c(C)o2)cc1 (stereo unspecified),-25.0%&7.7%
COc1ccc(C(=O)NNc2ncnc3c2cnn3-c2ccccc2)cc1,-14.6%
COc1ccc(CCN(C(=O)c2snc(C(N)=O)c2N)C(C(=O)NCC2CCCO2)c2ccc(F)cc2)cc1OC (stereo unspecified),-21.5%

# 15 of the compounds above, bar-delimited:
Compound | KDM5B inh
Cc1c(-c2ccccc2)[n+](=O)c(-c2ccc(Br)cc2)c(C)n1[O-] | 4.2%
O=C(c1ccc(-n2cccc2)cc1)N1CCN(S(=O)(=O)c2c(Cl)cccc2Cl)CC1 | 6.1%
C=CCN(CCSc1ccccc1)C(=O)c1cnc(NCC)nc1 | ?
CC1CCN(c2ccc(-c3ccc(NS(=O)(=O)c4ccc(Cl)s4)cc3)nn2)CC1 | -17.5%
CCCCn1nc(C(=O)N2CCCC(c3nc4ccccc4s3)C2)c2ccccc2c1=O (stereo unspecified) | 8.0%
COCCNC(=O)[C@@H]1CCC[C@@H](NCC2CC2)CN(C)C(=O)C1 | 29.3%[86.2 µM]
O=C(c1ccc(F)c(F)c1)N1CCC(CN2CCOCC2)CC1 | -10.9%
CCOc1cc2nc(-c3ccc(OC)c(OC)c3)nc(N3CCCCC3)c2cc1OC | -1.8%
COc1ccc(C2CCCN2C(=S)Nc2ccc(C)c(C)c2)cc1OC (stereo unspecified) | 18.4%
Cc1ccccc1C(C)N (stereo unspecified) | 16.6%
N#Cc1c(NCCCO)nc(-c2ccco2)c2c1CCCC2 | ?
C/C(=N\NC(=S)NC(C)C)c1ccc(Cl)c([N+](=O)[O-])c1 | -7.9%
CCCCN1C(=O)NC(c2ccc(OCC)cc2)C2=C1COC2=O (stereo unspecified) | 1.9%
Cc1ccc(-c2nc(CCNC(=O)Nc3cccc(F)c3)co2)cc1 | -20.3%
CCOC(=O)c1ccc(NC(=O)c2cn(-c3ccccc3)nc2-c2ccc(C)cc2)cc1 | -18.1%

# Continued:
SMILES,KDM5B inh
COc1ccccc1OCCNC(=O)[C@]12CCCC[C@@H]1N(C)C(=O)CC2,-11.6%
O=C(C[C@@H]1C[C@H]2O[C@H](CNCc3ccncc3F)[C@@H](O)[C@H]2O1)N1CCOCC1,-16.2%[86.2 µM]
CCc1ccccc1NC(=O)CSc1nnc(CNC(=O)c2ccco2)n1C,6.1%
COc1ccccc1NC(=O)CCC(=O)N1CC(C)Oc2ccc(C)cc21 (stereo unspecified),-6.2%
O=C(NCC1(COc2ccc(C(F)(F)F)cn2)C[C@@H](O)[C@@H](O)C1)c1cnccn1 (stereo partly specified),-19.5%
O=C(Nc1ccc(Oc2ccccc2)cc1)O[C@@H]1CO[C@H]2[C@@H]1OC[C@@H]2NS(=O)(=O)c1ccc(Cl)cc1,-26.8%
COCCOc1ccc2c(n1)CCN(C(=O)c1cc(OC)cc(OC)c1)C2,-5.1%
O=C1NCCCCCN(C(=O)c2nccc3ccccc23)[C@H]2CCC[C@@H]12,4.6%
COc1ccccc1CNC(=O)C[C@@H]1[C@H](O)CCC2[C@](C)(CO)[C@H](OC(=O)NC(C)C)CC[C@]21C (stereo partly specified),-10.0%
Cc1ncsc1CN1CCCCCCNC(=O)CC1c1ccccc1 (stereo unspecified),-14.0%
CC(C)n1nc(C(=O)Nc2nc(-c3ccc4c(c3)OCCO4)cs2)c2ccccc2c1=O,20.8%
COc1ccc2[nH]c3c(c2c1)CCNC31CCN(C(=O)c2ccsc2)CC1,?
Cc1cccc(=O)n1CCC(=O)NCc1cc2n(n1)CCN(C(=O)N(C)C)C2,-23.0%
O=C(NC1CCN(c2cc(-c3cccs3)[nH]n2)C1)c1ccc2[nH]ccc2c1 (stereo unspecified),?
O=C(/C(=C/c1ccc(F)cc1)c1nc2ccccc2o1)c1ccccc1,-2.0%
Cn1c(=O)n(CCC(=O)NCc2nnc3n2CCCCC3)c2ccccc21,16.8%
O=C(CCc1nc(-c2ccncc2)no1)Nc1ccc(N2CCOCC2)cc1,-7.2%
Cc1ccc2occ(/C=N/NC(=O)c3ccc(O)cc3)c(=O)c2c1,-13.6%
c1coc(CN2CC(Oc3ccc(-c4noc(-c5ccncc5)n4)cc3)C2)c1,-3.5%
O=C(OCc1noc(-c2ccco2)n1)c1cc(Br)c[nH]1,?
COc1ccccc1C(=O)Nc1c(C(=O)N(C)c2ccccc2)sc2nc(C)cc(C)c12,12.7%
O=C(O)c1ccc(CN[C@@H]2CO[C@H](CNC(=O)c3ccccc3)[C@H]2O)cc1,-3.9%[86.2 µM]
O=C(NC1CCCC1)C1CCCN(C(=O)Cc2c[nH]c3ccccc23)C1 (stereo unspecified),8.0%
O=C(NCC1CC1)[C@H]1CN(Cc2ccccc2)C[C@H]1C(=O)O,-2.2%
CC(=O)NC1=NN(C(C)=O)C2(S1)C(=O)N(C)c1c(C)cccc12 (stereo unspecified),10.6%
CCC(=O)N1CCc2cc(OC)c(OC)cc2C1COc1ccc2c(C)cc(=O)oc2c1 (stereo unspecified),-2.6%
Cc1cc(CN(C)C(=O)c2ccc3nc(Cc4ccccc4F)oc3c2)on1,7.9%
Cc1cc(Cl)c(CO)c(Cl)n1,0.5%
Cn1cc([C@@H](NC(=O)C2CCN(Cc3ccco3)CC2)C2CC(O)C2)cn1 (stereo partly specified),29.0%
CCn1c(SCC(=O)N2CCCC(C)C2)nnc1-c1ccco1 (stereo unspecified),-9.3%
CCOc1nc(-c2ccccc2)c2cc(Br)ccc2n1,?
NCc1ccccc1-c1cc(C(F)(F)F)ccc1Cl,4.8%[149 µM]
CCNC(=O)CN1c2ccc(Br)cc2-c2ccccc2S1(=O)=O,-4.8%
CCc1nc(SCC(=O)Nc2ccc(NC(C)=O)cc2)n[nH]1,-5.5%
Cc1ccc(CNC(=O)C2CCN(S(=O)(=O)c3cccc4nonc34)CC2)cc1,8.4%&5.5%
O=c1c2nc(OCc3ccccc3)ccc2ncn1Cc1ccccn1,-16.0%[86.2 µM]
CCOC(=O)N1CCN(Cc2nc3cc(NC(C)=O)ccc3n2CC)CC1,21.0%
CC(C)Oc1ccc(CNC(=O)c2nnn3cc(-c4ccccc4)[nH]c(=O)c23)cc1,?
COCCN1CCN(Cc2ccc(C(=O)NC(C)C)cc2)C(=O)C1=O,8.2%
CCCCCCn1cc(C(=O)O)c(=O)c2cc(F)c(N3CCN(C(=O)OCC)CC3)cc21,?
CCN1CCN(c2nc(Nc3cc(OC)ccc3OC)nc(Nc3cc(OC)ccc3OC)n2)CC1,55.2%[activator]
COc1ccc(-c2coc3c2c(C)cc2oc(=O)c(CC(=O)O)c(C)c23)cc1,10.8%
O=Cc1c[nH]c2cc(OCc3ccccc3)ccc12,15.5%
NS(=O)(=O)c1ccc(CNC(=O)Cn2nc3c(cc2=O)CCCCC3)cc1,21.0%
COc1ccc2oc(=O)cc(CN3CCN(C(=O)c4c(F)cccc4F)CC3)c2c1,-26.2%
COc1cccc(C(=O)N2CCC(Oc3ncccc3C(=O)N3CCCCC3)C2)c1OC (stereo unspecified),3.3%
Cc1ccsc1C(=O)N1CC(C(=O)NC2CCCCC2)C2(CCOCC2)C1 (stereo unspecified),-9.0%
COCCOC1CCN(C(=O)c2[nH]nc3c2COc2ccccc2-3)CC1,-24.4%
C=CCNC(=S)Nc1cc(Cl)ccc1C,-7.6%
NC(=O)NC(=O)COC(=O)c1cc(Cl)ccc1Cl,-0.4%
O=C(NCC1(N2CCCCC2)CCCCC1)c1cccc(NC(=O)c2cccs2)c1,2.0%
COc1ccc(/C=C(\C#N)C(=O)Nc2ccccn2)cc1,?
O=C(NCc1ccc(S(=O)(=O)N2CCOCC2)cc1)c1ccc(OC(F)(F)F)cc1,-15.2%
COc1cccc(NC(=O)c2cc3c(n2C)CCN(Cc2ccc(F)cc2)C3)c1,-21.8%
COC(=O)CNC(=O)c1cc(-c2ccccn2)nc2ccccc12,-18.5%
CCOc1ccccc1NS(=O)(=O)c1cc(C(C)C)ccc1C,0.9%
O=C(c1cc2n(n1)CC(c1ccc3c(c1)OCO3)OC2)N1CCCC1 (stereo unspecified),28.2µM*
Cc1cccc(Cl)c1NC(=O)N1CCC2(CC1)C(C(=O)O)CC(=O)N2C (stereo unspecified),11.2%
O=C(Nc1nccs1)c1ccc(-c2ccccc2[N+](=O)[O-])o1,-5.4%
O=C(c1ccc(F)c(F)c1)N1CCCN(c2cc(-c3ccc(F)cc3)[nH]n2)CC1,0.6%
# (continued)
SMILES,KDM5B inh
C=CCN1C(=O)c2ccc(C(=O)OCC(=O)N(CC)c3c(N)n(Cc4ccccc4)c(=O)[nH]c3=O)cc2C1=O,3.0%
CCOC(=O)c1cccc(NS(=O)(=O)c2ccc(-c3cnc(C4CC4)o3)cc2)c1,-13.8%
O=C(CC1CCOCC1)NCc1ccc(F)cc1F,-2.0%
Cc1nn(-c2ccccc2)c(C)c1CC(=O)NC1CCCN(Cc2ccccc2F)C1 (stereo unspecified),-13.7%
O=C(CCc1ccccc1)N(Cc1cccnc1)c1nc2ccc(F)cc2s1,-16.0%
CN1CC2(CCN(Cc3cn[nH]c3-c3ccc(F)cc3)CC2)CC1C(=O)N1CCOCC1 (stereo unspecified),-18.6%
Cc1nonc1C1CCCN1C(=O)c1cn(Cc2ccccc2F)nn1 (stereo unspecified),-16.4%
CC(=O)c1ccc(OCCOc2ccc(C#N)cc2)cc1,24.1%
Cc1onc(-c2ccccc2)c1C(=O)Nc1ccc(NC(=O)c2c(-c3ccccc3)noc2C)cc1,-5.4%
Cc1cc(OCCCCOc2ccc(C#N)cc2)ccc1[N+](=O)[O-],3.4%
O=C1NCCC[C@@H]1NC(=O)[C@@H]1CN(C(=O)c2cccs2)CCN1C(=O)c1ccccc1,-14.3%
CNc1c(NC(=O)c2ccc(OC)c(Br)c2)c(=O)oc2ccccc12,9.6%
COc1ccc(CCN2CC(C(=O)N3CCC(CO)CC3)CCC2=O)cc1 (stereo unspecified),18.8%
Cc1[nH]c(-c2ccccc2)nc1C(=O)N1CCn2nc(CCC(=O)O)cc2C1,17.7%
CCN(Cc1c(C)nn(CC)c1C)C(=O)Cn1nc2n(c1=O)CCC(N)CC2 (stereo unspecified),-5.6%
CCC(CC)NC(=O)C(=O)O,17.5%
COc1cccc(NC(=O)N[C@H]2CCN(C(=O)C=C(C)C)[C@@H]2C(=O)N(C)CC(N)=O)c1,-5.9%[86.2 µM]
COCC(C)NS(=O)(=O)c1cc(C)ccc1C (stereo unspecified),3.2%
COc1cccc(CC(=O)N2Cc3ccccc3OC3(CCN(C)CC3)C2)c1,-13.5%
C=C(Cl)CN1CCN(CCc2ccccc2)CC1,35.3%[activator]
CN(C)C[C@H]1O[C@@H](CO)[C@@H](O)[C@H]1N(C)CCc1ccccn1,-26.7%[86.2 µM]
CN1CCC(CN2CCC3(CC2)OCCN(c2ccc(F)cc2)C3=O)CC1,8.2%[86.2 µM]
CC(O)CNCCCOc1ccc(C(C)(C)c2ccccc2)cc1 (stereo unspecified),-19.7%
CC(C)NC(=O)CCC[C@@H]1[C@H]2CCCN3CCC[C@@H](CN1Cc1ccccc1)[C@@H]23,-6.1%
CC(NC(=O)C1CN(c2ccc(Cl)cc2)C(=O)N1)c1ccc(F)cc1 (stereo unspecified),4.9%
CC(CC(=O)O)(C(=O)O)c1ccccc1 (stereo unspecified),14.1%
COCC(=O)N(C1CCOCC1)C1CCN(C(=O)c2ccc(OC)c(F)c2)CC1,5.1%
CN(C)C[C@@H]1CN(S(C)(=O)=O)C[C@H]1NC(=O)c1ccc(F)cc1F,-25.0%
O=[S+]([O-])(c1ccccc1)N1CCc2nc(C3CC3)nc(-c3ccc(Cl)cc3)c2CC1,13.6%
Cc1c(F)cccc1NC(=O)N(C)CC1CCOCC1,18.5%
COc1ccc(C(C)(C)C)cc1NC(=O)c1ccc2ncsc2c1,-25.8%

# Screening data from PubChem.
